# Screens (PubChem BioAssay)
# MBNL1-CUG inh: inhibitors of human MBNL1 binding to CUG repeat RNA; Q9NR56; TR-FRET MBNL1-His/biotin-(CUG)12 binding, 665/545 ratio; Potency, µM (titrated, usually from 57.5 µM), for inactives: at the highest dose activity change, negative = inhibition, most hits filed as inhibitors; 280,000 compounds, 0.036% hits; active = well fitted inhibition curve with a large enough effect in the signal ratio, with a control signal flat, not every such curve was filed as active; inconclusive = small, poorly fitted or top-dose-only effect, or effect the other way, or a change in a side signal; inactive = no such curve, though single readings can be large or run the other way; the % refers to the signal ratio; also: potency is read from the fitted curve at half-maximal effect; % is scaled to controls: 0 for no effect and ±100 for the full control effect
#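 His-tagged MBNL1 binding to biotinylated (CUG)12 RNA was measured by TR-FRET using terbium anti-His antibody (0.055 ng/ul final) and streptavidin-XL665 (5 nM final). Compounds were titrated 92 nM to 58 uM; 60 min at room temperature.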
# TRPV1 agonist: activates the human vanilloid receptor TRPV1 | activation, % at 8.33 µM | AID 540275 | 320,000 compounds, 0.19% hits | Q8NER1 | TRPV1-expressing cells, Fluo-8 calcium influx, agonist mode; in the data active = activation above about 80%; inconclusive = between about 30% and that limit; also: 0% is about no effect
#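 TRPV1-expressing cells were cultured overnight at 35.5C and loaded with Fluo-8 calcium dye for 40 to 90 min at room temperature. After a 10 s baseline, compound was added and calcium influx was read kinetically for 3 min (ex 480/em 520 nm).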
# AT treatment: potential ataxia-telangiectasia treatment. Potency, µM (doses to about 57.5 µM), for inactives: at the highest dose activation, usual class: activators. 320,000 compounds, 0.19% hits. […] A-T fibroblasts, KAP-1 phosphorylation AlphaLISA; neocarzinostatin DNA damage 30 min before lysis; also: potency is read from the fitted curve at half-maximal effect; % of control where 0% means no effect; nearly all actives have a fitted effect of over 45% in size
#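 ATM-like activity read as KAP-1 phosphorylation via AlphaLISA donor/acceptor antibody pairs after lysis and 6 hr at 25C. Cells were ATM-null patient fibroblasts ([…], hTERT), dosed 60 min, then exposed to the DSB inducer NCS for 30 min.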
# KCNH2 3.1 block: KCNH2 3.1 (human) potassium channel inhibition; U2OS KCNH2 3.1, thallium flux FluxOr; stronger effect = lower value; activity change, % (tested at about 1.8 µM); 340,000 compounds, 0.95% hits;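 active = maximum activity change below -70%; inconclusive = maximum activity change from -70% to -50%; inactive = maximum activity change above -50%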;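 also: thallium influx rate constant from kinetic fluorescence after stimulation buffer; % is scaled to controls: 0 for no effect and ±100 for the full control effect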
#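 Steps: virus added to U2OS suspension (4 h, RT, dark); medium with 10% FBS added, cells plated, 37 C overnight; FluxOr/Red40 loading buffer 45 min RT; stimulation buffer, 2 min kinetic read; rate constant normalized.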
# GALK inhibitor: galactokinase (human) inhibition; P51570; Purified GALK, Kinase-Glo residual ATP luminescence; Potency, µM (titrated, usually from 57.5 µM), for inactives: at the top dose activity change, negative = inhibition, actives largely listed as inhibitors; 270,000 compounds, 0.007% hits; AID 1868; also: potency is read from the fitted curve at half-maximal effect; % is scaled to controls: 0 for no effect and ±100 for the full control effect
#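 The enzyme phosphorylates galactose (100 uM) using ATP (35 uM); inhibition is detected as higher residual ATP, quantified by bioluminescence after 1 h reaction at room temperature, pH 8.0.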
# ASM inhibitor: human S-ASM enzyme inhibition. placental ASM, HMU-PC fluorogenic substrate, 60 min. P17405. 340,000 compounds, 0.006% hits. Potency, µM (titrated, usually from 57.5 µM), for the others: at the highest dose activity change, negative = inhibition, usual class: inhibitors; also: potency is read from the fitted curve at half-maximal effect
#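 Steps: dispense placental human ASM, pin compound, wait 10 min at room temperature, add HMU-PC0 substrate at 9 uM final, incubate 60 min at 37 °C, add stop solution raising pH to 10, read fluorescence.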
# CXXC DNA block: MLL CXXC-DNA interaction inhibition. Q03164. Potency, µM (titrated, usually from 115 µM), inactives show at the highest dose activity change, negative = inhibition, usual class: inhibitors. MLL-CXXC / FITC-HOXA9 DNA fluorescence polarization. AID 2662. 290,000 compounds, 0.037% hits; active = well fitted inhibition curve with a large enough effect in the polarisation, with a control signal flat, not every such curve was filed as active; inconclusive = small, poorly fitted or top-dose-only effect, or effect the other way, or a change in a side signal; inactive = no such curve, though single readings can be large or run the other way; the % refers to the polarisation; also: potency is read from the fitted curve at half-maximal effect
#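 Fluorescence polarization: 7 uM MLL-CXXC (stock) preincubated 5 min with compounds, then 50 nM fluorescein-HOX-A9 DNA (stock) added; 30 min ambient. Buffer 50 mM Tris-HCl pH 7.5, 50 mM NaCl, 1 mM DTT, 0.05% BSA.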
# KCNH2 WT inh: inhibitors of human wildtype KCNH2 potassium channel. Q12809. U2OS, BacMam KCNH2, thallium flux FluxOr; stronger effect = lower value. activity change, % at 1.84 µM. 340,000 compounds, 0.37% hits;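 active = maximum activity change below -70%; inconclusive = maximum activity change between -70% and -50%; inactive = maximum activity change above -50%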; also: % is scaled to controls: 0 for no effect and ±100 for the full control effect
# Target sequence (Q12809 whole entry, looked up): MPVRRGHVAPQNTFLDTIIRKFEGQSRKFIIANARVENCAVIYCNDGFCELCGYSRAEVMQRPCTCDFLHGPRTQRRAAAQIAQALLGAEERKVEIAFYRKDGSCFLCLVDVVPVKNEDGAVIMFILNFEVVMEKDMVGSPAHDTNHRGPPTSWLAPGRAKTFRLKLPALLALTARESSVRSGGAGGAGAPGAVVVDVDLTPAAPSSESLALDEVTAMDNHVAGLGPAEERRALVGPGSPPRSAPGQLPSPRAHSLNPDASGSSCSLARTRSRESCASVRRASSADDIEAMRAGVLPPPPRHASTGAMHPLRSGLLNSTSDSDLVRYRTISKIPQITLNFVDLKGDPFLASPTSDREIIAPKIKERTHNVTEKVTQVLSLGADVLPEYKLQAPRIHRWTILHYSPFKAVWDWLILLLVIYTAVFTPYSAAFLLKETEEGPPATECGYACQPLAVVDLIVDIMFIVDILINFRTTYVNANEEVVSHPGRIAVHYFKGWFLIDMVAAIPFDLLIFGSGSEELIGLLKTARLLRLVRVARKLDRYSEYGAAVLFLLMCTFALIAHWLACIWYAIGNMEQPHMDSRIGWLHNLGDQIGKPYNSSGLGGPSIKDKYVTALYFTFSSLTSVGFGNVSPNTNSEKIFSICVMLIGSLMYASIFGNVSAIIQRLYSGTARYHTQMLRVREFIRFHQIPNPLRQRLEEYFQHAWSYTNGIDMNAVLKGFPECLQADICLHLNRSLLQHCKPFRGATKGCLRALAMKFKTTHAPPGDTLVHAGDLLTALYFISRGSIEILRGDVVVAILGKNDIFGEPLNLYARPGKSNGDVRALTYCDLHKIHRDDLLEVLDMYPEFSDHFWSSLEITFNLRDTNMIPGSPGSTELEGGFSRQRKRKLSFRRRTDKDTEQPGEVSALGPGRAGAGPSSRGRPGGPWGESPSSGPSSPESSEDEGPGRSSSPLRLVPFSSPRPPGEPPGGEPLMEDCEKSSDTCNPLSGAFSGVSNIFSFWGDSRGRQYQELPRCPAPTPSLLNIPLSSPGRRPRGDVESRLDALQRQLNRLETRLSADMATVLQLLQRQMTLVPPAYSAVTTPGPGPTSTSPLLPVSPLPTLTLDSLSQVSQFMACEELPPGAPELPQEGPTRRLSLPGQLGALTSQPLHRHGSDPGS
#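 U2OS cells transduced with wild-type KCNH2 virus are loaded with FluxOr dye for 45 min, and thallium flux is measured in kinetic reads before and after stimulation buffer. Rate constants are normalized to DMSO controls.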
# Integrin act MD: integrin-mediated muscular dystrophy alleviation activation; Potency, µM (titrated, usually from 38.3 µM), for inactives: at the highest dose activation, most hits filed as activators; 350,000 compounds, 0.064% hits; alpha7betagal myoblasts, beta-gal FDG fluorescence, 48 h;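 also: potency is read from the fitted curve at half-maximal effect; 100% = response of the positive control SU9516; nearly all actives have a fitted effect of over 60% in size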
#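 alpha7betagal+/- myoblasts (passage 13, 250/well) treated 48 h at 37C with compounds at 1:260 dilution of DMSO stock. Lysed, then beta-galactosidase activity read as FDG fluorescence (ex 480/em 540) after 30 min, with pre-read for autofluorescence.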
# Coupling enz: counter-screen for Giardia aldolase inhibitors: coupling enzyme system; activity change, negative = inhibition, % at 58.2 µM, hits read low; AID 2472; coupling enzyme system counterscreen, AmpLite Red fluorescence; 290,000 compounds, 0.67% hits; in the data active = activity change below about -30%; also: % is scaled to controls: 0 for no effect and ±100 for the full control effect
#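 Counterscreen lacking aldolase: glyceraldehyde-3-phosphate coupling-enzyme reagent preincubated 10 min at RT with compound (at 57.5 uM final), then substrate/coupling system with AmpLite Red added; fluorescence read at 525/598 nm after 20 min RT.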
# An asterisk follows results filed as active; ? = inconclusive; . = not tested or not shown; [ ] = remark or other dose. Unless noted, calls follow the shape of the dose curve; as a rule, active = well fitted curve in the direction sought with a large enough effect; inconclusive = small, poorly fitted or top-dose-only effect, or another doubt; inactive = no such curve, though single readings can be large; an effect the other way counts as inactive or inconclusive.
1) O=C(NC(Cc1ccccc1)C(=O)O)C1CCN(S(=O)(=O)c2ccccc2C(F)(F)F)CC1 (configuration not stated)
2) CCOC(=O)C1=C(C)N=c2s/c(=C/c3cccc([N+](=O)[O-])c3O)c(=O)n2C1c1ccccc1 (configuration not stated)
3) Cc1cc(C(=O)Nc2ccc3c(c2)OCCO3)ccc1[N+](=O)[O-]
4) O=C(CN1C(=O)NC2(CCCCC2)C1=O)Nc1ccccc1N1CCCC1
5) O=C(/C=C/c1ccc(S(=O)(=O)N2CCOCC2)cc1)NCc1ccccc1F
6) COc1ccc(N2CCN(C(c3ccccc3)c3nnnn3Cc3ccc(F)cc3)CC2)cc1 (configuration not stated)
7) Cc1ccc(CSc2ncn(-c3ccccc3)n2)cc1
8) O=C(O)C(Cc1ccccc1)N1C(=O)C2CCCCC2C1=O (configuration not stated)
Compound	1	2	3	4	5	6	7	8
MBNL1-CUG inh	-16.3%	?	1.8%	.	.	1.7%	-5.7%	-16.0%
TRPV1 agonist	5.1	-2.7	?	2.2	3.2	3.3	-2.8	-4.8
AT treatment	47.1%	1.0%	3.4%	-4.9%	-6.8%	1.4%	13.4%	9.0%
KCNH2 3.1 block	9.9	16.5	1.8	4.5	6.0	5.2	-4.4	2.4
GALK inhibitor	2.8%	.	-3.0%	.	.	-2.0%	1.2%	7.1%
ASM inhibitor	2.7%	-6.7%	1.7%	2.2%	-1.9%	-18.5%	-1.0%	1.7%
CXXC DNA block	23.2%	-10.4%	14.3%	.	.	-1.5%	15.5%	0.2%
KCNH2 WT inh	-2.5	4.6	1.2	1.9	-4.7	-8.0	-8.3	4.2
Integrin act MD	9.0%	8.7%	?	-6.3%	-0.3%	-0.7%	25.5%	-21.3%
Coupling enz	21.0	5.8	-1.2	.	.	-2.5	2.5	0.3

# Three entries already listed, ordered by their value in MBNL1-CUG inh, smallest number first:
no.	Structure	MBNL1-CUG inh
1	O=C(NC(Cc1ccccc1)C(=O)O)C1CCN(S(=O)(=O)c2ccccc2C(F)(F)F)CC1 (configuration not stated)	-16.3%
7	Cc1ccc(CSc2ncn(-c3ccccc3)n2)cc1	-5.7%
3	Cc1cc(C(=O)Nc2ccc3c(c2)OCCO3)ccc1[N+](=O)[O-]	1.8%

# From compound 2 as far as 8, as listed above:
2) CCOC(=O)C1=C(C)N=c2s/c(=C/c3cccc([N+](=O)[O-])c3O)c(=O)n2C1c1ccccc1 (configuration not stated)
3) Cc1cc(C(=O)Nc2ccc3c(c2)OCCO3)ccc1[N+](=O)[O-]
4) O=C(CN1C(=O)NC2(CCCCC2)C1=O)Nc1ccccc1N1CCCC1
5) O=C(/C=C/c1ccc(S(=O)(=O)N2CCOCC2)cc1)NCc1ccccc1F
6) COc1ccc(N2CCN(C(c3ccccc3)c3nnnn3Cc3ccc(F)cc3)CC2)cc1 (configuration not stated)
7) Cc1ccc(CSc2ncn(-c3ccccc3)n2)cc1
8) O=C(O)C(Cc1ccccc1)N1C(=O)C2CCCCC2C1=O (configuration not stated)
Compound	2	3	4	5	6	7	8
MBNL1-CUG inh	?	1.8%	.	.	1.7%	-5.7%	-16.0%
TRPV1 agonist	-2.7	?	2.2	3.2	3.3	-2.8	-4.8
AT treatment	1.0%	3.4%	-4.9%	-6.8%	1.4%	13.4%	9.0%
KCNH2 3.1 block	16.5	1.8	4.5	6.0	5.2	-4.4	2.4
GALK inhibitor	.	-3.0%	.	.	-2.0%	1.2%	7.1%
ASM inhibitor	-6.7%	1.7%	2.2%	-1.9%	-18.5%	-1.0%	1.7%
CXXC DNA block	-10.4%	14.3%	.	.	-1.5%	15.5%	0.2%
KCNH2 WT inh	4.6	1.2	1.9	-4.7	-8.0	-8.3	4.2
Integrin act MD	8.7%	?	-6.3%	-0.3%	-0.7%	25.5%	-21.3%
Coupling enz	5.8	-1.2	.	.	-2.5	2.5	0.3

# Later entries:
9) CS(=O)(=O)N(CC(=O)NN=C1CCCCCC1)c1ccc(Oc2ccccc2)cc1
10) COc1ccc(S(=O)(=O)Nc2ccc3c(c2)C(=O)N([C@H](C)CO)C[C@H](C)[C@@H](CN(C)S(C)(=O)=O)O3)cc1
11) NC(=NCCc1c[nH]c2ccccc12)NC(=O)c1ccc(F)cc1
12) C#Cc1ccc([C@@H]2C=C(C(=O)N3CCN(Cc4ccccc4)CC3)O[C@H](OCC)[C@H]2CCCO)cc1
13) O=C(O)CCC(=O)N(Cc1ccccc1)Cc1ccccc1
14) COc1cc(S(=O)(=O)NCCc2ccc3c(c2)OCO3)ccc1-n1cnnn1
15) Cn1c(SCc2ccc(F)cc2)nnc1-c1ccccn1
16) N#CC1=C(N)NC(SCc2ccccc2)=C(C#N)C12CCCCC2
17) CNc1ccc(Cl)nn1
18) CCC(Oc1cccc(Cl)c1)C(=O)N1CCCN(C)CC1 (configuration not stated)
19) O=C(CN1C(=O)C2CCCCC2C1=O)N1CCN(c2ncccn2)CC1 (configuration not stated)
Compound	9	10	11	12	13	14	15	16	17	18	19
MBNL1-CUG inh	4.4%	.	-4.2%	4.6%	5.8%	-5.3%	2.7%	3.4%	.	-7.5%	0.3%
TRPV1 agonist	0.3	.	-0.8	?	-4.8	-0.6	-3.5	6.0	-3.3	3.7	2.2
AT treatment	-4.7%	4.4%	26.3%	16.3%	0.0%	.	-0.8%	-5.8%	0.1%	12.2%	4.6%
KCNH2 3.1 block	10.4	-4.2	-7.4	-3.8	10.7	11.9	11.1	11.5	8.4	4.9	21.6
GALK inhibitor	-0.7%	.	0.9%	-3.3%	0.0%	-0.3%	0.6%	-3.1%	1.4%	5.4%	0.2%
ASM inhibitor	0.0%	-0.3%	-3.3%	1.1%	-2.8%	0.4%	-3.4%	-6.1%	5.1%	2.0%	4.7%
CXXC DNA block	2.7%	.	2.9%	-9.8%	-13.3%	-0.6%	-1.0%	3.0%	1.6%	8.4%	9.6%
KCNH2 WT inh	5.1	-6.4	1.0	3.3	2.8	5.6	-6.5	7.6	2.2	12.4	-7.3
Integrin act MD	0.3%	-1.9%	-14.7%	-24.1%	8.6%	-3.0%	32.7%[7.66 µM]	-16.5%	?	-4.6%	6.1%
Coupling enz	-0.9	.	-0.7	1.8	11.4	-0.4	-0.2	3.9	0.1	.	1.0

# Compounds as they come. Share with any hit: about 2%.
